From PubChem BioAssay
hIAP inh: blocks human intestinal alkaline phosphatase | P09923 | purified IAP, CDP-Star luminescence, 30 min | inhibition, % at 10 µM | 330,000 compounds, 0.12% hits | AID 2544;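 active = inhibition reaching a set limit with compound at 10 µM in the primary screen, cut at about 35% in these data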;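 also: plate controls were DMSO wells with enzyme for no effect and no-enzyme buffer wells for full effect; values of inactives mirror those of a sister screen read the other way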
Target sequence (P09923 whole entry, looked up): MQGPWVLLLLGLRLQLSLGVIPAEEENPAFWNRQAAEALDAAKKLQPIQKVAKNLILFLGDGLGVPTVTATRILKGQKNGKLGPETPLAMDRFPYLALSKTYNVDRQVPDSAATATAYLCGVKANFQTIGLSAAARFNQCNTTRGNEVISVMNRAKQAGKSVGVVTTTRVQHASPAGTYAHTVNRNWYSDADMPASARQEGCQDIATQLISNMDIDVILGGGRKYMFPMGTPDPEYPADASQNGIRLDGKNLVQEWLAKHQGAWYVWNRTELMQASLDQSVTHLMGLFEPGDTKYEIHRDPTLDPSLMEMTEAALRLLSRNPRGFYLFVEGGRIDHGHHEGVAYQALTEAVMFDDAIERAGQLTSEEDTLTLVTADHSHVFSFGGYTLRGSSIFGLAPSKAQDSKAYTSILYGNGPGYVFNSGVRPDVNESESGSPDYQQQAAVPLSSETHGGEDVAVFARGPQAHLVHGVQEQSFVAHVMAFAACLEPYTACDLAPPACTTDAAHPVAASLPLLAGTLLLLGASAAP
Apaf1 inhib: blocks human Apaf-1 apoptosome activity; AID 489030; O14727; reconstituted apoptosome caspase-3 activity, DEVD-Rh110 fluorescence; inhibition, % at 20 µM; 330,000 compounds, 0.71% hits; active = inhibition of at least 40% at 20 µM;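 also: plate controls were DMSO wells for no effect and DEVD-CHO caspase inhibitor wells for full effect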
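Material: reconstituted apoptosome with Apaf-1, cytochrome c, caspase-9, procaspase-3, dATP / Buffer or medium: pH 7.5 Hepes buffer with CHAPS, BSA, DTT / Also added: cytochrome c with DEVD-Rh110 / Schedule: compound with Apaf-1, dATP, procaspase-3 30 min, then 50 min reaction, room temperature / Technique: rhodamine 110 fluorescence at Ex 480/Em 540 nm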
mIAP inh: blocks mouse intestinal alkaline phosphatase; purified mouse IAP, CDP-Star luminescence, 30 min; inhibition, % at 10 µM; 330,000 compounds, 0.2% hits;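 active = inhibition of at least 40% at 10 µM in the primary screen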;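 also: plate controls were DMSO with enzyme for no effect and no enzyme wells for full effect; values of inactives mirror those of a sister screen read the other way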
TIM10 inh: growth inhibitors of TIM10 yeast strain. inhibition, % at 10 µM. AID 463195. 330,000 compounds, 1.4% hits. S. cerevisiae TIM10 strain growth, BacTiter-Glo luminescence, 24 h;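 active = inhibition of 40% or more at the single tested concentration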;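 also: wild-type TIM10 isogenic control strain grown at permissive 25 °C; 0% = DMSO yeast wells and 100% = minimal medium wells without yeast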
NLRP3 yeast inh: NALP3 inhibition in yeast; Yeast reconstituted NLRP3/ASC/caspase-1, beta-gal luminescence, 24 h; inhibition, % at 10 µM; 330,000 compounds, 0.39% hits;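 active = inhibition of 50% or more; inactive = inhibition below 50%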;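 also: plate controls were induced DMSO wells for no effect and uninduced yeast grown without galactose for full effect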
ATG4B inhibitor: blocks human ATG4B protease cleavage of LC3 substrate; Q9Y4P1; 340,000 compounds, 0.51% hits; AID 504462; ATG4B cleavage of LC3-PLA2, NBD-HPC fluorescence, 1 h; inhibition, % at 8.33 µM; in the data active = inhibition above about 40%
Target sequence (Q9Y4P1 whole entry, looked up): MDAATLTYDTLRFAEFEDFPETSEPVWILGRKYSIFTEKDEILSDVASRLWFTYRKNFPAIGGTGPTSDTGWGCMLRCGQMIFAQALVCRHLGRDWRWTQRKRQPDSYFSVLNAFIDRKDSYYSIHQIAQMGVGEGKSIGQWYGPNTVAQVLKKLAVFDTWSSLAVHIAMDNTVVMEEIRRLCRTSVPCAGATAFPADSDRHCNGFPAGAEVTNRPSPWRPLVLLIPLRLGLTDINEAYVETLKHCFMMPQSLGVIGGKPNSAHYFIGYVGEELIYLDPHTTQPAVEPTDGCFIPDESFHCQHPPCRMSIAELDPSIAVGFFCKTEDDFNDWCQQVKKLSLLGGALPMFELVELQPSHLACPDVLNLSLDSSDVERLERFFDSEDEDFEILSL
mIAP act: mouse IAP activation | AID 2805 | 330,000 compounds, 0.24% hits | muIAP, CDP-Star luminescence, 30 min; hits give high values; 1 = vehicle-only enzyme signal, 0 = enzyme-free wells | activation factor at 10 µM;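 active = activation factor of at least 2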; also: the source names both 10 and 20 µM as test concentration; values of inactives mirror those of a sister screen read the other way
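also added = chemiluminescent substrate CDP-Star | test system = mouse IAP enzyme | signal = chemiluminescence readout | compound = DMSO-dissolved test compounds | incubation = 30 min at room temperature | benchmarks = DMSO wells, no-enzyme wells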
hIAP act: increases human intestinal alkaline phosphatase activity; purified human IAP, CDP-Star luminescence, 30 min; hits give high values; 1 = vehicle-only enzyme, 0 = enzyme-free background; 330,000 compounds, 0.16% hits; activation factor at 10 µM; P09923;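 active = activation factor of the enzyme at least 2-fold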; also: the source names both 10 and 20 µM as test concentration; values of inactives mirror those of a sister screen read the other way
tim10-1 inh: tim10-1 yeast growth inhibition | S. cerevisiae tim10-1 ts strain growth, BacTiter-Glo, 24 h | inhibition, % at 20 µM | 330,000 compounds, 2.2% hits | AID 463190;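 active = inhibition of at least 40%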;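 also: mutant grown at 25 °C; 0% = DMSO wells with yeast and 100% = wells holding no yeast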
Numbers without * were called inactive.

CCOC(=O)C1=NNC(C(=O)c2ccc(Cl)cc2)C1c1ccc(OC)cc1 (centres undefined) was read as hIAP inh -7, Apaf1 inhib 0, mIAP inh 18, TIM10 inh 24, NLRP3 yeast inh 4, ATG4B inhibitor -3, mIAP act 0.82, hIAP act 1.1 and tim10-1 inh 22.
Screening COc1cc(/C=N/NC(=O)C23CC4CC(CC(C4)C2)C3)cc(Br)c1O returned hIAP inh 5, Apaf1 inhib 3, mIAP inh 3, TIM10 inh 1, NLRP3 yeast inh 5, ATG4B inhibitor 2, mIAP act 0.97, hIAP act 0.95 and tim10-1 inh -5.
`CC(=O)Nc1ccc(S(=O)(=O)N(Cc2ccccc2)C(C)C)cc1` gave hIAP inh 0, Apaf1 inhib 13, mIAP inh 2, TIM10 inh 18, NLRP3 yeast inh 20, ATG4B inhibitor -10, mIAP act 0.98, hIAP act 1 and tim10-1 inh 29.
`OC1CCCN(Cc2ccccc2)C1` (centres undefined) gave hIAP inh -5, Apaf1 inhib -1, mIAP inh -2, TIM10 inh -8, NLRP3 yeast inh 13, ATG4B inhibitor -2, mIAP act 1, hIAP act 1.1 and tim10-1 inh -25.
Screening CCOc1ccc(OCC)c(NC(=O)CN2CCN(c3cccc(C)c3C)CC2)c1 returned hIAP inh 16, Apaf1 inhib 6, mIAP inh 1, TIM10 inh -12, NLRP3 yeast inh 12, ATG4B inhibitor 19, mIAP act 0.99, hIAP act 0.84 and tim10-1 inh -4.
Cn1c(SCC(=O)Nc2ccccc2F)nnc1-c1cccnc1 was read as hIAP inh -22, Apaf1 inhib 0, mIAP inh -7, TIM10 inh 0, NLRP3 yeast inh -11, ATG4B inhibitor 0, mIAP act 1.1, hIAP act 1.2 and tim10-1 inh 15.
For CN(CC(=O)Nc1ccccc1Cl)C(=O)CN1C(=O)C2CCCCC2C1=O (centres undefined) the results were hIAP inh -18, Apaf1 inhib 9, mIAP inh -2, TIM10 inh 1, NLRP3 yeast inh 17, ATG4B inhibitor -2, mIAP act 1, hIAP act 1.2 and tim10-1 inh 4.
`Cc1ccc(OCC(=O)NNC(=S)NC(=O)c2cccs2)c(C)c1` gave hIAP inh -61, Apaf1 inhib 1, mIAP inh 10, TIM10 inh -12, NLRP3 yeast inh 35, ATG4B inhibitor 1, mIAP act 0.9, hIAP act 1.6 and tim10-1 inh -7.
CCOC(=O)C1=C(C)Nc2sc(C(=O)c3ccc(Br)cc3)c(N)c2C1c1ccc(C(=O)OC)cc1 (centres undefined) was read as hIAP inh -15, Apaf1 inhib 2, mIAP inh 6, TIM10 inh 6, NLRP3 yeast inh -2, ATG4B inhibitor 29, mIAP act 0.94, hIAP act 1.2 and tim10-1 inh 23.
`O=C(COc1ccc(-c2nnco2)cc1)Nc1c(F)cccc1F` gave hIAP inh 6, Apaf1 inhib -2, mIAP inh 5, TIM10 inh 2, NLRP3 yeast inh 10, ATG4B inhibitor -2, mIAP act 0.95, hIAP act 0.94 and tim10-1 inh 8.
`COc1ccc([N+](=O)[O-])cc1N(CC(=O)NCC1CCCO1)S(C)(=O)=O` (centres undefined) gave hIAP inh -1, Apaf1 inhib -8, mIAP inh 1, TIM10 inh 6, NLRP3 yeast inh 9, ATG4B inhibitor -6, mIAP act 0.99, hIAP act 1 and tim10-1 inh 2.
`Cc1ccc(CN2C(=O)CCC2C(=O)NCc2ccco2)cc1` (centres undefined) gave hIAP inh -1, Apaf1 inhib 3, mIAP inh 1, TIM10 inh 7, NLRP3 yeast inh 11, ATG4B inhibitor -20, mIAP act 0.99, hIAP act 1 and tim10-1 inh 5.

Reprinted from the part before: 2 entries, then new ones.
`COc1ccc([N+](=O)[O-])cc1N(CC(=O)NCC1CCCO1)S(C)(=O)=O` (centres undefined) gave hIAP inh -1, Apaf1 inhib -8, mIAP inh 1, TIM10 inh 6, NLRP3 yeast inh 9, ATG4B inhibitor -6, mIAP act 0.99, hIAP act 1 and tim10-1 inh 2.
`Cc1ccc(CN2C(=O)CCC2C(=O)NCc2ccco2)cc1` (centres undefined) gave hIAP inh -1, Apaf1 inhib 3, mIAP inh 1, TIM10 inh 7, NLRP3 yeast inh 11, ATG4B inhibitor -20, mIAP act 0.99, hIAP act 1 and tim10-1 inh 5.
For O=C(N/N=C/c1ccccn1)c1cc(-c2ccccc2Cl)n[nH]1 the results were hIAP inh -53, Apaf1 inhib -2, mIAP inh 10, TIM10 inh 5, NLRP3 yeast inh 14, ATG4B inhibitor 2, mIAP act 0.9, hIAP act 1.5 and tim10-1 inh -23.
Screening CNC(=S)NNC(=O)COc1ccc(C)c(C)c1 returned hIAP inh -40, Apaf1 inhib -2, mIAP inh -9, TIM10 inh -36, NLRP3 yeast inh 18, ATG4B inhibitor 6, mIAP act 1.1, hIAP act 1.4 and tim10-1 inh -30.
Cc1nn(Cc2ccc(F)cc2)c(C)c1NC(=O)c1cnn2c1NC(c1cccs1)CC2C(F)(F)F (centres undefined) was read as hIAP inh 21, Apaf1 inhib 3, mIAP inh 2, TIM10 inh 12, NLRP3 yeast inh 14, ATG4B inhibitor -6, mIAP act 0.98, hIAP act 0.79 and tim10-1 inh 13.
For N/C(=N\OC(=O)c1ccc2c(c1)OCO2)c1ccc([N+](=O)[O-])cc1 the results were hIAP inh 23, Apaf1 inhib -8, mIAP inh 6, TIM10 inh 2, NLRP3 yeast inh -5, ATG4B inhibitor -11, mIAP act 0.94, hIAP act 0.77 and tim10-1 inh -6.
For COc1ccc(C(=O)CCc2ccccc2)c(O)c1 the results were hIAP inh 4, Apaf1 inhib 6, mIAP inh 5, TIM10 inh 21, NLRP3 yeast inh 33, ATG4B inhibitor 0, mIAP act 0.95, hIAP act 0.96 and tim10-1 inh 24.
For Fc1ccc(NCc2nnc(SCc3ccccc3)o2)cc1 the results were hIAP inh -10, Apaf1 inhib 0, mIAP inh 5, TIM10 inh 11, NLRP3 yeast inh 25, ATG4B inhibitor -7, mIAP act 0.95, hIAP act 1.1 and tim10-1 inh 11.
For COc1ccc(NC(=O)CN2CCC(C(N)=O)(N3CCCCC3)CC2)cc1 the results were hIAP inh 3, Apaf1 inhib -22, mIAP inh 4, TIM10 inh 2, NLRP3 yeast inh -10, ATG4B inhibitor 5, mIAP act 0.96, hIAP act 0.97 and tim10-1 inh 6.
For COCCCN1C(=O)N(c2ccccc2)C(=O)C1CC(=O)Nc1ccc(F)cc1 (centres undefined) the results were hIAP inh 15, Apaf1 inhib 3, mIAP inh -8, TIM10 inh -5, NLRP3 yeast inh -5, ATG4B inhibitor -4, mIAP act 1.1, hIAP act 0.85 and tim10-1 inh 4.
`CCOC(=O)c1cc(NC(=O)N(C(C)C)C(C)C)c(C)nc1C` gave hIAP inh -15, Apaf1 inhib 14, mIAP inh -5, TIM10 inh -7, NLRP3 yeast inh 7, ATG4B inhibitor 2, mIAP act 1.1, hIAP act 1.1 and tim10-1 inh 2.
COC(=O)c1sccc1NS(=O)(=O)c1ccccc1 was read as hIAP inh -5, Apaf1 inhib 0, mIAP inh 7, TIM10 inh 28, NLRP3 yeast inh -15, ATG4B inhibitor -3, mIAP act 0.93, hIAP act 1.1 and tim10-1 inh 16.
Screening O=C(CSc1nnc2n1CCCCC2)Nc1ccc(N2CCOCC2)cc1 returned hIAP inh 4, Apaf1 inhib -15, mIAP inh -9, TIM10 inh 10, NLRP3 yeast inh 3, ATG4B inhibitor -5, mIAP act 1.1, hIAP act 0.96 and tim10-1 inh -8.
Screening C=CCOc1ccccc1CN1CCCC(CCC(=O)N(C)CCc2ccccn2)C1 (centres undefined) returned hIAP inh 8, Apaf1 inhib -7, mIAP inh 7, TIM10 inh 4, NLRP3 yeast inh 17, ATG4B inhibitor 8, mIAP act 0.93, hIAP act 0.92 and tim10-1 inh 10.
Screening COc1cccc(NC(=O)CSc2nnc(CN3CCOCC3)n2C)c1 returned hIAP inh -25, Apaf1 inhib 2, mIAP inh 7, TIM10 inh 16, NLRP3 yeast inh 5, ATG4B inhibitor -4, mIAP act 0.93, hIAP act 1.2 and tim10-1 inh -3.
Screening Cc1ccc(NC(=O)COC(=O)CCc2c(C)nc3ncnn3c2C)cc1 returned hIAP inh 15, Apaf1 inhib 6, mIAP inh -5, TIM10 inh -3, NLRP3 yeast inh -2, ATG4B inhibitor -6, mIAP act 1.1, hIAP act 0.85 and tim10-1 inh -8.
CCN(CC)S(=O)(=O)c1ccc2c(c1)c(=O)c(C(=O)N1CCN(c3ccccn3)CC1)cn2C was read as hIAP inh -19, Apaf1 inhib 5, mIAP inh -8, TIM10 inh -13, NLRP3 yeast inh -6, ATG4B inhibitor -1, mIAP act 1.1, hIAP act 1.2 and tim10-1 inh 17.
Screening CC(=O)Nc1ccccc1C(=O)C(=O)Nc1ccccc1 returned hIAP inh -5, Apaf1 inhib -3, mIAP inh -12, TIM10 inh 2, NLRP3 yeast inh 7, ATG4B inhibitor -11, mIAP act 1.1, hIAP act 1.1 and tim10-1 inh 6.
Cc1c(NC(=O)CN2c3cccc4cccc(c34)S2(=O)=O)c(=O)n(-c2ccccc2)n1C was read as hIAP inh -17, Apaf1 inhib 4, mIAP inh -6, TIM10 inh 0, NLRP3 yeast inh 12, ATG4B inhibitor 13, mIAP act 1.1, hIAP act 1.2 and tim10-1 inh 12.
Screening Cc1cc(C)nc(NC(=O)c2ccc(C)c(C)c2)n1 returned hIAP inh 2, Apaf1 inhib -4, mIAP inh 4, TIM10 inh 4, NLRP3 yeast inh 9, ATG4B inhibitor -4, mIAP act 0.96, hIAP act 0.98 and tim10-1 inh 9.
`O=C(NC(=S)Nc1ccc(-c2nc3ncccc3o2)cc1)c1ccccc1F` gave hIAP inh -8, Apaf1 inhib 9, mIAP inh -8, TIM10 inh -3, NLRP3 yeast inh 22, ATG4B inhibitor 8, mIAP act 1.1, hIAP act 1.1 and tim10-1 inh 1.
CC(C)(C)NCCOCCOc1ccc(Cl)cc1C(C)(C)C was read as hIAP inh 2, Apaf1 inhib -4, mIAP inh -1, TIM10 inh 18, NLRP3 yeast inh 16, ATG4B inhibitor -5, mIAP act 1, hIAP act 0.98 and tim10-1 inh 21.
`O=C(Oc1ccc(-c2nnco2)cc1)c1ccc(F)c(S(=O)(=O)N2CCOCC2)c1` gave hIAP inh -8, Apaf1 inhib -6, mIAP inh 5, TIM10 inh -10, NLRP3 yeast inh 14, ATG4B inhibitor 7, mIAP act 0.95, hIAP act 1.1 and tim10-1 inh 7.
For CCCC[C@H](CC(=O)c1ccccc1)[C@@H](OC(C)=O)C(=O)Oc1c(C(C)C)cccc1C(C)C the results were hIAP inh 11, Apaf1 inhib 7, mIAP inh 7, TIM10 inh -6, NLRP3 yeast inh 15, ATG4B inhibitor -2, mIAP act 0.93, hIAP act 0.89 and tim10-1 inh 0.
Screening Cc1cc(C(=O)N2CCN(S(C)(=O)=O)CC2)cs1 returned hIAP inh 0, Apaf1 inhib -8, mIAP inh -9, TIM10 inh -14, NLRP3 yeast inh -18, ATG4B inhibitor 3, mIAP act 1.1, hIAP act 1 and tim10-1 inh 11.
COc1ccc(S(=O)(=O)N2CCN(CCc3ccccc3)CC2)cc1 was read as hIAP inh -22, Apaf1 inhib -14, mIAP inh 5, TIM10 inh 2, NLRP3 yeast inh 30, ATG4B inhibitor 2, mIAP act 0.95, hIAP act 1.2 and tim10-1 inh 6.
Screening O=C(CC1CCCCC1)Nc1ncn[nH]1 returned hIAP inh -102, Apaf1 inhib -5, mIAP inh -10, TIM10 inh -2, NLRP3 yeast inh 15, ATG4B inhibitor 3, mIAP act 1.1, hIAP act 2* and tim10-1 inh -7.
